IMPase Li cell: membrane-permeable IMPase blocker, potentiated with lithium; CHO-M1 cells, IP1 TR-FRET (IP-One), carbachol + lithium; Potency, µM (top dose mostly 59.4 µM), without a hit: at the top dose activity, negative = IMPase inhibition, usual class: inhibitors; 210,000 compounds, 0.35% hits; AID 1457;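 note: IP1 builds up when IMPase is blocked and the TR-FRET signal falls; plate controls were basal vehicle for no effect and high inhibitor control for full effect; nearly all actives have a fitted effect of over 50% in size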
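Concentration–response in CHO-M1 cells, lithium-potentiated; 30 min at 37C. IP1 detected by competitive TR-FRET after 10 min lysis at RT. Hill-fitted AC50.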
GAA inh: alpha-glucosidase (human) inhibition; 200,000 compounds, 0.005% hits; Potency, µM (highest dose often 76.9 µM), inactives show at the top dose activity change, negative = inhibition, usual class: inhibitors; AID 1466; P10253; purified human GAA, 4-MU-alpha-glucoside fluorescence;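 note: plate controls were uninhibited enzyme wells for no effect and no-enzyme background for full effect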
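Enzyme (4 nM final) mixed with compound (up to 77 uM), then 4-MU-alpha-D-pyranoside (400 uM final) added; 20 min at room temperature, pH 5.0. Reaction stopped at pH 10, fluorescence read, AC50 derived by Hill fit.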
GAA glycogen: GAA glycogen-cleavage inhibition or activation; 300,000 compounds, 0.38% hits; P10253; recombinant GAA, glycogen substrate, Amplex Red glucose oxidase fluorescence; Potency, µM (top dose mostly 76.4 µM), for the others: at the top dose activity change, negative = inhibition, usual class: inhibitors; AID 2100;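 note: 0% = full enzyme reaction and -100% = no-enzyme basal signal; the screen sought inhibitors and activators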
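Recombinant enzyme (4 nM final) with compounds titrated up to 77 uM and bovine liver glycogen (30 ug) in citrate pH 5.0, 0.01% Tween-20, 37 C 40 min. Released glucose detected by Amplex Red/glucose oxidase (Ex 573/Em 610); AC50 from Hill fits.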
aGlu spleen mod: inhibits or activates alpha-glucosidase in human spleen homogenate. human spleen homogenate, 4-MU-alpha-glucoside fluorescence. P10253. Potency, µM (highest dose often 79.9 µM), for inactives: top-dose activity change, negative = inhibition, hits mostly inhibitors. 240,000 compounds, 0.006% hits;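 note: 0% = enzyme with vehicle and -100% = no enzyme basal signal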
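AC50 values come from Hill-equation fits of concentration-response data, normalized to no-enzyme and full-activity controls. Enzyme source: 1 ug human spleen homogenate; 1 mM fluorogenic 4-MU glucoside, pH 5.0 citrate buffer, 37 C, 40 min.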
GoLoco inh red: RGS12 GoLoco-Gai1 interaction inhibition; Potency, µM (top dose mostly 61.6 µM), for inactives: top-dose activity, negative = inhibition, actives largely listed as inhibitors; P63096; 230,000 compounds, 0.44% hits; Gai1:RGS12 GoLoco peptide FP, rhodamine, 10 min; active = well fitted inhibition curve with a large enough effect, not every such curve was filed as active; inactive = no such curve, though single readings can be large or run the other way; note: % is set by controls: 0 for no effect and ±100 for the full control effect; nearly all actives have a fitted effect of over 30% in size; many of its hits are not listed in these tables
Target sequence (P63096 whole entry, looked up): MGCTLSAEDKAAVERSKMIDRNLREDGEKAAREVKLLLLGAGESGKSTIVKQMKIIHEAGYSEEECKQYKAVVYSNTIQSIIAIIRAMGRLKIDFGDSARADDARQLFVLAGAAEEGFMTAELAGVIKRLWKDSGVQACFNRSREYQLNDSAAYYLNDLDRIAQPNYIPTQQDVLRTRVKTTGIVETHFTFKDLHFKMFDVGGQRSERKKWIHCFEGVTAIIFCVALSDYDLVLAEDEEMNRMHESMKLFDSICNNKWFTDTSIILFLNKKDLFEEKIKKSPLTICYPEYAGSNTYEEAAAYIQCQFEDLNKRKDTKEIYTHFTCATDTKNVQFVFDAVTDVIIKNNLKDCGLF
HTT cytoprotect: cytoprotection in Huntington HTT-Q103 PC12 cell model. PC12 HTT-Q103 induced, cytoprotection, ATP luminescence, 40 h. Potency, µM (highest dose often 56.4 µM), inactives show cytoprotection (ATP increase), hits mostly activators. 230,000 compounds, 0.14% hits;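 note: % of control where 0% means no effect; nearly all actives have a fitted effect of over 45% in size; toxic huntingtin expression switched on by the ecdysone agonist tebufenozide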
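PC12 cells stably carrying ecdysone-inducible Htt exon 1 (Q103)–GFP were induced with 100 nM tebufenozide (final) alongside library compounds in a dose series. Cytoprotection was scored as retained ATP by ATPlite luminescence.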
HttQ103 aggreg: mutant huntingtin aggregation inhibition | PC12 HttQ103-GFP aggregates, Acumen cytometry, 40 h | Potency, µM (top dose mostly 46.1 µM), for inactives: at the top dose activity change, negative = inhibition, actives largely listed as inhibitors | 220,000 compounds, 1.1% hits; note: % is set by controls: 0 for no effect and ±100 for the full control effect; nearly all actives have a fitted effect of over 60% in size
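PC12 cells stably carrying ecdysone-inducible HTT exon 1 Q103–GFP were induced with tebufenozide (100 nM final) and treated with library compounds in titration. GFP aggregates in lysates were counted by laser scanning cytometry.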
Starred values were filed as active, the others as inactive; ? = inconclusive; . = no result given; & = joins results of further samples; [ ] = another dose, or the depositor's remark. Unless noted, calls come from the whole dose curve; as a rule, active = well fitted curve in the direction sought with a large enough effect; inconclusive = small, poorly fitted or top-dose-only effect, or another doubt; inactive = no such curve, though single readings can be large; an effect the other way counts as inactive or inconclusive. Potency is the fitted concentration of half-maximal effect. A portion of the library (hit frequency here may not be typical).

SMILES	IMPase Li cell	GAA inh	GAA glycogen	aGlu spleen mod	GoLoco inh red	HTT cytoprotect	HttQ103 aggreg
CCSc1nc(N)c(C#N)c(-c2ccccc2Cl)c1C#N	15%[38.3 µM]	2%	-1%	4%	8%	5%	-9%
CCn1nc(C(=O)N2CCc3ccccc3C2)c2ccccc2c1=O	-6%[38.3 µM]	-2%	6%	-7%	6%	-15%	-5%
CS/C(=N\S(=O)(=O)c1cccs1)Nc1ccc(F)c(Cl)c1	19%	1%	3%	9%	13%	-1%[10 µM]	-19%
CCCn1c(=S)[nH]c2cc(C(=O)N3CCN(c4ccccc4OC)CC3)ccc2c1=O	13%	2%	5%	6%	5%	2%[0.074 µM]	-1%
CC(=O)/C(=C\c1ccccc1F)C(=O)c1ccccc1	6%	.	.	.	0%[14.2 µM]	7%[10 µM]	.
N#CC(CO)(Cc1ccc(OC(F)F)cc1)c1nc2ccccc2[nH]1 (configuration not stated)	-5%	0%	-4%	13%	7%	9%[10 µM]	2%
CCOc1ccc(CSC2=NCCN2)cc1[N+](=O)[O-]	3%	3%	-4%	-1%	3%	15%[10 µM]	22%
CCc1nc(CN2CCN(Cc3ccc(F)c(F)c3)C(CCO)C2)c(C)[nH]1 (configuration not stated)	5%	-10%	8%	-2%	11%	-2%[10 µM]	-23%[9.22 µM]
COc1ccc(-n2nnnc2-c2cccnc2)cc1	13%[38.3 µM]	-9%	7%	5%	2%	-12%	15%
Cc1cc(C(=O)N/N=C/c2cc(Br)ccc2OC(=O)c2ccccc2)n[nH]1	17%	7%	2%	-24%	12%	-36%[10 µM]	2µM*
COC(=O)C1=NN(C(C)=O)C2(CC(=O)N(c3cccc(C)c3)C2=O)C1 (configuration not stated)	-13%	6%	6%	-6%	-10%	.	2%
COc1ccc2[nH]c(=O)c(CN(C(=O)NC3CCCCC3)C3CCCC3)cc2c1	4%[38.3 µM]	12%	8%	-4%	3%	-13%[10 µM]	18%
CSc1ccc(Cl)c(C(=O)NCCOc2cc(C(C)C)ccc2C)c1	21%[38.3 µM]	-7%	-5%	-4%	8%	-9%	-24%
CN(C)C(=S)SCC(=O)Nc1ccc(Cl)cc1Cl	4%	-4%	-6%	0%	9%	26%[10 µM]	6%
Cc1nonc1-c1csc(N)n1	9%	10%	7%	4%	4%	-36%[inhibitor]	12%
C=CCn1c(C)cc(C(=O)Cn2c(C(C)O)nc3ccccc32)c1C (configuration not stated)	4%	2%	-23%	6%	4%	13%[10 µM]	?
CC(C)Oc1cc(N)c(Cl)cc1Cl	3%	4%	1%	5%	138%[activator]	-7%	-3%
NS(=O)(=O)c1ccc2nc(NC(=O)C3CCCO3)sc2c1 (configuration not stated)	-2%	-4%	5%	-5%	3%	-3%[10 µM]	16%
COc1ccc(CC(=O)N2CCN(c3ccccn3)CC2)cc1	4%	1%	0%	3%	-6%	2%[10 µM]	15%
Cc1cc(Cc2c(C)c(C)c(Cc3cc(C)cc(C(C)(C)C)c3O)c(C)c2C)c(O)c(C(C)(C)C)c1	28%	.	.	.	7%[14.2 µM]	-2%[10 µM]	.
Cc1cc2cc(CCNC(=O)C3c4ccccc4Oc4ccccc43)c(=O)[nH]c2cc1C	2%	1%	7%	0%	0%	.	-24%
CC(C)OP(=O)(c1ccc(N(C)C)cc1)C(O)c1cccnc1 (configuration not stated)	.	.	3%	0%	5%	?	13%[9.22 µM]
CCOc1ccc2nc(-c3ccc(OC)c(OC)c3)cc(C(=O)O)c2c1	-16%[38.3 µM]	-1%	-13%	-16%	8%	-2%	12%
O=C(C/C=N\OCc1ccc(Cl)cc1Cl)Nc1ccccc1	-2%	-8%	-1%	2%	11%	-40%[inhibitor]	-8%
COC(=O)[C@@H]1C[C@@]2(O)[C@H](O)[C@H](O)[C@H](O)C[C@H]2N1Cc1cccc2ccccc12	-18%	.	-1%	-1%&-1%	-2%&7%	-31%[inhibitor]	?
CN(c1ccccc1)c1ccc(/C=C(\CCC(=O)O)c2nc3ccccc3s2)cc1[N+](=O)[O-]	4%	-1%	13%	-5%	3%	9%[10 µM]	10%
Cn1c(=O)[nH]c(=O)c2c1nc(OC(=O)c1ccccc1)n2CC(O)COc1ccccc1 (configuration not stated)	3%[38.3 µM]	-5%	-7%	0%	11%	-4%[0.074 µM]	-4%
CCOCc1cnc(C)nc1NCC(=O)c1c(C)n(C)c2ccc(OC)cc12	0%[38.3 µM]	-8%	-1%	5%	5µM*	-8%[10 µM]	-14%
O=C(Nc1cccc(NC(=O)c2cccs2)c1)c1ccco1	18%[38.3 µM]	0%	1%	4%	12%	-25%	-12%
Cc1nn(C)cc1CN(C)C(=O)c1cc(COc2ccc(F)cc2F)on1	1%	7%	0%	-12%	0%	19%[10 µM]	8%[9.22 µM]
N/C(Cc1ccc(Cl)cc1)=N\OC(=O)Cc1ccc([N+](=O)[O-])cc1	30%	1%	-6%	-14%	12%	2%[10 µM]	?
Nc1ccccc1OCCOCCOc1ccccc1N	0%[38.3 µM]	-5%	-6%	0%	-4%	-20%	1%
C/C=C/CSc1nc2c(c(=O)[nH]c(=O)n2C)n1Cc1ccc(C)cc1	29%[38.3 µM]	-13%	-6%	-9%	-13%	27%[10 µM]	8%
CCOc1ccc2nc(NC3=NCN(Cc4ccco4)CN3)nc(C)c2c1	.	4%	2%	-4%	.	-21%[0.074 µM]	6%
COc1cc2[nH]c(=O)n(CCCCCC(=O)NCCCN3CCC(C)CC3)c(=O)c2cc1OC	16%	10%	-2%	-3%	12%	-5%[10 µM]	-19%
Cn1c(=O)[nH]c(=O)c2c1nc(NC1CCCCC1)n2CCO	.	.	-1%	-18%	5%	-5%[10 µM]	5%[9.22 µM]
CCOc1ccc(NC(=O)CSc2nc(C3CC3)nc3ccccc23)cc1	-18%	10%	11%	1%	6%	.	.
CCSc1nnc(N(CCC(=O)O)CCC(=O)O)s1	-11%[38.3 µM]	3%	-6%	-4%	0%	6%	28%
COc1ccc(C(=O)Nn2c(SCC(=O)NC3CCCCC3)nc3ccccc3c2=O)cc1	19%[38.3 µM]	5%	5%	0%	-7%	-29%[10 µM]	22%
COc1cc(C)cc(C(=O)O)c1C1=C(O)c2cccc(O)c2C(=O)C1=O	.	.	-27%	-2%	-1%	18%[10 µM]	15%[9.22 µM]

Reformatted: entries from further up
compound: O=C(C/C=N\OCc1ccc(Cl)cc1Cl)Nc1ccccc1
  IMPase Li cell = -2%
  GAA inh = -8%
  GAA glycogen = -1%
  aGlu spleen mod = 2%
  GoLoco inh red = 11%
  HTT cytoprotect = -40%[inhibitor]
  HttQ103 aggreg = -8%

compound: COC(=O)[C@@H]1C[C@@]2(O)[C@H](O)[C@H](O)[C@H](O)C[C@H]2N1Cc1cccc2ccccc12
  IMPase Li cell = -18%
  GAA inh = .
  GAA glycogen = -1%
  aGlu spleen mod = -1%&-1%
  GoLoco inh red = -2%&7%
  HTT cytoprotect = -31%[inhibitor]
  HttQ103 aggreg = ?

compound: CN(c1ccccc1)c1ccc(/C=C(\CCC(=O)O)c2nc3ccccc3s2)cc1[N+](=O)[O-]
  IMPase Li cell = 4%
  GAA inh = -1%
  GAA glycogen = 13%
  aGlu spleen mod = -5%
  GoLoco inh red = 3%
  HTT cytoprotect = 9%[10 µM]
  HttQ103 aggreg = 10%

Following part
SMILES	IMPase Li cell	GAA inh	GAA glycogen	aGlu spleen mod	GoLoco inh red	HTT cytoprotect	HttQ103 aggreg
CCOC(=O)c1ccc(Oc2c(C)oc3c(CN4CCN(C)CC4)c(O)ccc3c2=O)cc1	-26%[38.3 µM]	0%	1%	2%	3%	2%	-1%
Cn1nnnc1NCc1ccc(Cl)c(Cl)c1	7%	?	10%	0%	0%	7%[10 µM]	1%[9.22 µM]
C[C@H]1[C@H]2CC[C@H]3C4CC=C5C[C@@H](N(C)C)CC[C@]5(C)C4CC[C@]23CN1C (some centres not stated)	37%[activator]	.	.	6%	3%	1%[1.9 µM]	.
Fc1ccc(C(c2nnnn2Cc2ccco2)N2CCN(C3CCCCC3)CC2)cc1 (configuration not stated)	24%[38.3 µM]	0%	6%	-3%	-9%	26%	?
CC(=O)N(C)C(c1ccc(N(C)C)cc1)c1nnnn1-c1c(C)cccc1C (configuration not stated)	-2%	-5%	-4%	-3%	-11%	9%[10 µM]	5%
CCCCC(c1nnnn1Cc1ccco1)N1CCN(C(=O)c2ccco2)CC1 (configuration not stated)	24%[38.3 µM]	-6%	-8%	1%	-12%	-18%[10 µM]	-7%
Cc1cc(C(=O)NCc2cccs2)no1	-6%[38.3 µM]	-14%	-12%	-5%	3%	2%	-9%
Clc1ccc(OCc2nc(-c3ccncc3)no2)cc1	43%[38.3 µM]	-12%	-8%	-4%	-26%	-60%[inhibitor][10 µM]	-15%
CN1CCN(S(=O)(=O)Cc2ccc(Cl)cc2)CC1	.	1%	0%	9%	-2%	23%[10 µM]	12%[9.22 µM]
CCCCc1ccc(NC(=S)N2CCN(c3ncccn3)CC2)cc1	8%	-3%	-7%	-2%	13%	-37%[inhibitor][10 µM]	?
CCCc1nc2oc3c(=O)[nH]cnc3c2c2c1CCCC2	-4%	-12%	8%	7%	10%	.	-16%
O=C(CN1CCCCC1)Nc1cc(Cl)ccc1Oc1ccccc1	23%	-2%	1%	6%	1%	-27%	3%
Cc1ccc(S(=O)(=O)N2CCOCC2)cc1C(=O)NC(=S)N(Cc1ccccc1)C(C)C	15%	0%	1%	-3%	4%	-14%[10 µM]	-15%
Cc1ccc(S(=O)(=O)NCCc2nnc3ccc(SCc4cccnc4)nn23)cc1	19%	4%	-6%	4%	-12%	-21%	6%
O=C(OCn1nnc2ccccc2c1=O)c1ccco1	21%[38.3 µM]	-1%	4%	-1%	7%	9%[10 µM]	-26%
O=S(=O)(c1ccc(OCC(O)CN2CCN(c3ccccc3Cl)CC2)cc1)N1CCOCC1 (configuration not stated)	5%[38.3 µM]	-7%	13%	7%	-12%	-8%	?
CC(C)C(=O)Nc1cccc(C(=O)Nc2nnc(C(C)(C)C)s2)c1	1%[38.3 µM]	4%	-1%	3%	6%	-1%	23%
O=C1Nc2cc(C(=O)N3CCN(Cc4ccccc4)CC3)ccc2SC1N1CCOCC1 (configuration not stated)	-27%[38.3 µM]	5%	3%	3%	9%	3%	-15%
CCCCC(=O)OCc1cn(-c2ccc(Cl)cc2)nn1	-1%[38.3 µM]	-12%	13%	-2%	6%	9%	-3%
O=C(C[n+]1cccc(CNC(=O)c2ccc(OC(F)F)cc2)c1)Nc1cc(C(F)(F)F)ccc1Cl	10%	7%	1%	-13%	9%	-15%[10 µM]	7%
Cc1ccc(OCCSc2nc(NC(C)C)nc(NC(C)C)n2)cc1	10%	?	2%	3%	-4%	.	-20%
